RTF Ca sens act: cardiac RTF calcium sensitization | activation, % at 7.2 µM | 340,000 compounds, 0.24% hits | IANBD-labeled TnC RTF fluorescence at EC20 calcium; 0% EC20 calcium, 100% full calcium | AID 493008 | P19429+P45379;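 active = activation above the mean over all tested compounds plus 3 SD, cut at about 30% in these data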;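 note: rise in fluorescence read as greater calcium sensitivity of cardiac thin filaments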
C-LANA FP: blocks KSHV LANA C-terminal domain binding to DNA. MBP-C-LANA/FAM-LBS DNA binding, fluorescence polarization. inhibition, % at 9 µM. 340,000 compounds, 0.078% hits;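 active = highest replicate inhibition at or above 60% at 9 µM, even if other replicates fall short; inactive = all replicates below 60% inhibition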;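 note: 0% = neutral control wells and 100% = 4 µM acridine orange control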
NSD2 HMT inh: NSD2 (human) methyltransferase inhibition; O96028; inhibition, % at 12.5 µM; NSD2 peptide methylation, AlphaScreen, 120 min; 310,000 compounds, 0.54% hits; AID 743445; in the data active = inhibition above about 50%
Mot1-301 SUMO: inhibitors of SUMOylation pathway: yeast Mot1-301 growth rescue | S. cerevisiae Mot1-301 growth rescue, ATP luminescence, 38.5C; percent above DMSO median, 100 means doubled | growth rescue, % at 18.8 µM | 320,000 compounds, 1% hits;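 active = every valid replicate shows activation above 250% relative to neutral control wells; inactive = the rest, any valid replicate at or below 250%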;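 note: OY570 slx delta 5 strain wells were the positive control but not used for scaling; some compounds called inactive have numbers as strong as hits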
CDK5 p35 inh: inhibitors of human CDK5/p35 kinase; 330,000 compounds, 0.01% hits; AID 488839; Recombinant CDK5/p35, ADP-Glo luminescence, 60 min; inhibition, % at 10 µM;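 active = highest replicate inhibition of at least 50% and at least 75% of replicates reaching 50%; inconclusive = only one of the two criteria met; inactive = both criteria failed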;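 note: plate controls were DMSO neutral control for no effect and GW8510 at 10 µM for full effect; many of its hits are not listed in these tables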
Target sequence (Q00535 whole entry, looked up): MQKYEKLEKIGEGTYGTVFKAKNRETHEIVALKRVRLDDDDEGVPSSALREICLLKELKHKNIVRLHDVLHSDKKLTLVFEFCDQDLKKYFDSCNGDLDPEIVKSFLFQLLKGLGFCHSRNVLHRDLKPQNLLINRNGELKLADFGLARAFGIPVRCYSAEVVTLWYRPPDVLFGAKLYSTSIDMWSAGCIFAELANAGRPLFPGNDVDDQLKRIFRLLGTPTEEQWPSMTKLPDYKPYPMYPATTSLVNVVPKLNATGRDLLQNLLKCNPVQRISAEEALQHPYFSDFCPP
Target sequence (Q15078 whole entry, looked up): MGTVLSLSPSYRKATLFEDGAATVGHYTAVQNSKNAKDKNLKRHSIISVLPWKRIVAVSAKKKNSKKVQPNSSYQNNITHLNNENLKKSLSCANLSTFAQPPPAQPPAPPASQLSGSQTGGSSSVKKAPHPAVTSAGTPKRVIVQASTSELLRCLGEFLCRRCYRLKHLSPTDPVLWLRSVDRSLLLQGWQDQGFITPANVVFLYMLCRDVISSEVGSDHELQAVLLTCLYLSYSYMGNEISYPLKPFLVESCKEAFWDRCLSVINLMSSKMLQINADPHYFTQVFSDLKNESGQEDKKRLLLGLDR
dFosB activator: activators of mouse delta FosB homodimer; 340,000 compounds, 0.99% hits; activation, % at 25 µM; purified delta FosB, TAMRA-CDK5 oligo fluorescence polarization; percent of positive-control signal above neutral wells; P13346;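 active = mean activation above about 17%, with every replicate also reaching it, limit read from the data, passing the limit was not always enough; inconclusive = only one of the two conditions met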;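 note: fluorescence polarization rise as delta FosB binds a TAMRA Cdk5 AP-1 oligo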
Target sequence (P13346 whole entry, looked up): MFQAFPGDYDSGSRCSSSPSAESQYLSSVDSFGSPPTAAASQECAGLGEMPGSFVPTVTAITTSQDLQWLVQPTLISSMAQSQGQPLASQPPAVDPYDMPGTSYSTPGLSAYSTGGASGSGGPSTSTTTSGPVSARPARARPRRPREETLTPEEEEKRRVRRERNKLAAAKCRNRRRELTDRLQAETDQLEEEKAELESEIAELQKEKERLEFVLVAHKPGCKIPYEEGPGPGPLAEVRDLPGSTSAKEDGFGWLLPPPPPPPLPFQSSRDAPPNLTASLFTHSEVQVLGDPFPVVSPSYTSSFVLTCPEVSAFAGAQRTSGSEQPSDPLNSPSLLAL
PvdQ inh: P. aeruginosa PvdQ acylase inhibition; purified PvdQ acylase, fluorescence plate reader; inhibition, % at 10 µM; 340,000 compounds, 0.063% hits; AID 488965; in the data active = inhibition above about 30%, passing the limit was not always enough; inconclusive = no clear call, values can overlap the other calls;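 note: 0% = vehicle neutral wells and 100% = reference inhibitor wells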
Keap1-Nrf2 PPI: disrupts human Keap1 binding to Nrf2 peptide. Q14145. Keap1 Kelch-Nrf2 peptide fluorescence polarization, 1536-well. inhibition, % at 9.4 µM. 340,000 compounds, 0.15% hits; in the data active = inhibition above about 12%; inconclusive = no clear call, values can overlap the other calls; inactive = below about 7.3%;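 note: human Keap1 Kelch domain with fluorescein labeled Nrf2 9mer peptide probe; 0% = neutral control wells and 100% = peptide positive control; higher means more block of Keap1 binding to Nrf2 peptide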
RTF Ca sens inh: cardiac RTF calcium desensitization. IANBD-labeled cardiac RTF, Ca2+ fluorescence. inhibition, % at 7.15 µM. P19429+P45379. AID 493244. 340,000 compounds, 0.12% hits;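 active = inhibition above the mean inhibition of all tested compounds plus 3 SD, cut at about 17% in these data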;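 note: assay run at fixed EC70 calcium of 1.6 mM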
PfHsp90 yeast 2: reduces growth (ATP signal) of yeast expressing P. falciparum Hsp90; S. cerevisiae expressing PfHsp90, BacTiter-Glo ATP, 48 h; yeast lacking PDR1 and PDR3 efflux regulators; inhibition, % at 9.4 µM; 310,000 compounds, 0.32% hits; AID 504621;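 active = every replicate shows inhibition above about 80%, whatever the replicate mean, limit read from the data; inconclusive = mean inhibition reaches the set limit but some replicate falls short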;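 note: 0% = DMSO neutral controls and 100% = 20 µM radicicol positive controls; yeast relying on Plasmodium falciparum Hsp90 in place of its own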
Rtt109 HAT inh: blocks Candida albicans Rtt109/Vps75 acetyltransferase activity; Q5AAJ8; purified Rtt109/Vps75, ThioGlo CoA-SH fluorescence, 4 h; inhibition, % at 34.9 µM; AID 540336; 330,000 compounds, 0.16% hits;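 active = inhibition of at least 50% in every replicate; inconclusive = best replicate reaches 50% inhibition but some replicates fall short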
Numbers without * were called inactive; ? = inconclusive; . = not tested or not shown; & = joins results of further samples. Not a hit list. Share with any hit: about 3.2%.

SMILES	RTF Ca sens act	C-LANA FP	NSD2 HMT inh	Mot1-301 SUMO	CDK5 p35 inh	dFosB activator	PvdQ inh	Keap1-Nrf2 PPI	RTF Ca sens inh	PfHsp90 yeast 2	Rtt109 HAT inh
CCCCC1=CC2=CC(=O)C(C)(OC(=O)CC)C(=O)C2=CN1c1ccccc1 (stereo not given)	9	0.6	.	233	-1.3	-9	-18	-8	1	49	0
O=C(c1csc2c1CCCCC2)N1CCN(c2ncccn2)CC1	-5	-2.2	-1	18	1.2	0	-5	2	-1	2	2
CCCNC(=O)C(Cc1ccccc1)NS(=O)(=O)c1ccc2c(c1)c(=O)n(C)c(=O)n2C (stereo not given)	1	0.6	.	-1	-0.1	-5	4	-1	-7	5	-5
CC(C)Oc1cc(C(=O)NC2CCCCC2)c2ccccc2n1	-7	-0.9	16	-2	1.2	4	-1	-4	-3	5	6
CS(=O)(=O)Nc1nc2n(n1)C(c1ccccc1)C=C(c1ccc(Br)cc1)N2 (stereo not given)	82*	74*	.	3	-0.7	-9	-9	35*	-78	1	-456
COc1ccc(/C=N/NC(=O)c2cc(C)n(-c3ccccc3)c2C)cc1OC	4	-0.4	1	103	1.0	-14	-2	-5	-7	-27	-12
CCN1CCN(c2nc3c(C)cccn3c(=O)c2/C=C(\C#N)C(=O)NCCOC)CC1	4	-0.3	16	18	2.0	-5	-5	-1	0	-5	0
Cc1ccc(NC(=O)CSc2nc3nc(C)cc(C)c3c(=O)[nH]2)cc1	3	0.5	-1	8	-0.3	22*	-17	0	4	-18	0
NC(=S)Nc1cccc2cccnc12	4	2.5	9	-10	1.0	-1	-10	-2	-6	6	5
CCCC(=O)NC1C2CC3CC(C2)CC1C3 (stereo not given)	-5	0.3	-1	66	-0.2	4	2	2	-5	8	-1
COC(=O)c1ccccc1NC(=O)/C=C/C(=O)O	3	-2.7	0	-14	-1.3	2	-5	-3	1	-22	1
Cc1ccc(C2=NN3C(C(=O)c4ccccc4)Oc4ccccc4C3C2)cc1 (stereo not given)	-1	-0.4	-6	5	-0.7	-5	5	-2	10	.	-2
CCc1ccc(-c2cc(C)no2)cc1S(=O)(=O)Nc1ccc(C)cn1	0	0.0	4	4	1.0	-8	-6	2	3	-11	-1
CC(C)Cc1nc(SCC(=O)Nc2ccc(S(N)(=O)=O)cc2)n[nH]1	0	0.1	-1	.	-1.1	7	-11	1	2	-21	-2
O=C(/C=C/c1cccs1)Nc1cccnc1	0	1.2	3	-9	0.2	-1	2	-4	-3	0	-2
O=c1[nH]c(N/N=C/c2ccccc2)nc2ccccc12	3	0.1	0	-15	0.1	-13	-1	2	-1	.	-26
COC(=O)c1ccc(NC(c2ccc(Cl)cc2)P(=O)(OC)OC)cc1 (stereo not given)	-3	0.4	-1	-26	0.3	-9	2	-2	3	-6	-9
CC(C)C[C@@H](CNCC(=O)[C@H](CC(C)C)NC(=O)c1[nH]cnc1C(=O)N[C@@H](C)CN)NC(=O)c1nc[nH]c1C(=O)N[C@@H](CC(C)C)C(=O)O	4	2.0	.	.	-0.6	-14	5	1	-11	5	6
Cc1cc(C(=O)CSc2nc3ccc(Cl)cc3[nH]2)c(C)n1C	-5	-0.3	-1	-22	-2.1	-15	-14	-2	-8	-48	-5
O=C(Nc1ccccc1)C1=C(N2CCOCC2)/C(=C/c2cccnc2)CC1	-1	2.6	0	-6	-1.5	-5	-3	1	5	-3	5
O=C(CCNS(=O)(=O)c1ccccc1)NCCSc1ccc(Br)cc1	1	1.4	-1	12	-0.6	-8	-14	?	-5	10	4
C[C@@H](C(=O)Nc1ccc2c(c1)OCCO2)n1c(=O)[nH]c2ccccc2c1=O	-3	0.9	2	-30	0.4	-4	-8	-1	-2	4	6
CCN(CC)Cc1cc(Nc2ccnc3cc(Cl)ccc23)ccc1O	3&9	-0.4&-3.0	.	3&13	1.3&1.3	44*	5&-9	-1&-1	11&-30	1&-1	1&-2
Cc1ccnc(N2CCN(C(=O)CSc3nc4ccccc4nc3N3CCC(C)CC3)CC2)c1	2	0.9	-3	120	-0.3	-13	-1	2	-5	-40	-6
CC(C)N(Cc1nc(-c2ccc(Cl)cc2)no1)C(=O)CN(C)S(=O)(=O)c1ccc(Cl)cc1	5	-0.7	2	-17	0.9	-4	-10	-3	1	.	3

5 compounds from above, sorted by heavy-atom count, rising.
SMILES	RTF Ca sens act	C-LANA FP	NSD2 HMT inh	Mot1-301 SUMO	CDK5 p35 inh	dFosB activator	PvdQ inh	Keap1-Nrf2 PPI	RTF Ca sens inh	PfHsp90 yeast 2	Rtt109 HAT inh
NC(=S)Nc1cccc2cccnc12	4	2.5	9	-10	1.0	-1	-10	-2	-6	6	5
O=c1[nH]c(N/N=C/c2ccccc2)nc2ccccc12	3	0.1	0	-15	0.1	-13	-1	2	-1	.	-26
COC(=O)c1ccc(NC(c2ccc(Cl)cc2)P(=O)(OC)OC)cc1 (stereo not given)	-3	0.4	-1	-26	0.3	-9	2	-2	3	-6	-9
CCCNC(=O)C(Cc1ccccc1)NS(=O)(=O)c1ccc2c(c1)c(=O)n(C)c(=O)n2C (stereo not given)	1	0.6	.	-1	-0.1	-5	4	-1	-7	5	-5
Cc1ccnc(N2CCN(C(=O)CSc3nc4ccccc4nc3N3CCC(C)CC3)CC2)c1	2	0.9	-3	120	-0.3	-13	-1	2	-5	-40	-6

(further entries)
SMILES	RTF Ca sens act	C-LANA FP	NSD2 HMT inh	Mot1-301 SUMO	CDK5 p35 inh	dFosB activator	PvdQ inh	Keap1-Nrf2 PPI	RTF Ca sens inh	PfHsp90 yeast 2	Rtt109 HAT inh
Cc1ccc(Nc2nnc(SCC(=O)NC3CCS(=O)(=O)C3)s2)c(C)c1 (stereo not given)	1	0.7	-5	-7	-0.5	-2	2	4	-6	.	10
CCc1nc2ccccc2c(C(=O)Nc2cc(C)ccc2C)c1C	-6	2.1	-4	-12	0.5	-7	-8	2	-2	4	6
CCN(CC(=O)NCc1ccc(F)cc1)C(=O)c1ccc2c(c1)OCO2	-1	-0.2	-2	0	-0.6	5	0	0	0	.	3
O=C(NCc1ccccn1)c1nc(Cn2cc([N+](=O)[O-])cn2)no1	-1	-0.7	-5	-4	0.2	3	6	3	1	-8	4
CC(C)N1C(=O)c2ccc(C(=O)O)cc2C1=O	2	0.7	-2	-2	0.4	7	-14	-3	-5	.	-4
COCCNC(=O)C(c1ccc(Cl)cc1)N(C(=O)CCC(=O)Nc1ccccn1)C1CCCC1 (stereo not given)	1	2.1	1	-13	-0.3	-12	10	-5	1	-24	15
Cc1cccc(C)c1NC(=O)c1cccc2c1-c1ccccc1C2=O	-2	-0.1	20	1	0.4	-4	0	1	-10	5	22
CC(C)c1cccc(-c2ccc3c(c2)S(=O)(=O)c2cccc(C(=O)NCc4ccco4)c2C3=O)c1	1	1.5	.	7	-2.0	-2	-4	-8	4	-20	2
Cc1ccc(C)c(NC(=O)C2CCCN(S(=O)(=O)c3c(C)nn(C)c3C)C2)c1 (stereo not given)	0	-0.3	4	4	1.3	-8	-9	0	-2	14	-6
CCCCn1c(N)c(N(CC(C)C)C(=O)C2CCN(C(=O)c3ccc(F)cc3)CC2)c(=O)[nH]c1=O	-2	-2.4	-2	1	-1.0	-4	-3	2	-7	5	-5
COC(=O)c1ccc(Nc2nc(C)cc(=O)[nH]2)cc1	-2	1.3	5	14	0.4	-1	4	1	-8	12	45
Cc1c(C(=O)N(C)CCC#N)oc2ccc(S(=O)(=O)N3CCOCC3)cc12	-2	1.1	1	308	.	5	-2	-2	-2	1	-1
CCCCCC(=O)NNC(=S)NC(=O)c1cccc([N+](=O)[O-])c1	5	0.5	1	-22	5.2	-12	7	-4	0	-9	1
Cc1ccc(S(=O)(=O)N2CCN(CC(=O)N/N=C/C=C/c3ccccc3)CC2)cc1	4	0.2	1	-6	1.3	-8	-4	-2	7	3	20
Cc1ccc(C(=O)C2=C(O)C(=O)N(Cc3ccccc3)C2c2cccnc2)o1 (stereo not given)	0	0.3	2	0	-0.2	6	-5	1	0	-31	-9
Cc1cccc(OCc2nnc(SCC(=O)Nc3ncc(C)s3)o2)c1	0	-0.1	2	-12	0.1	-1	-7	0	0	.	-17
O=C(Cc1ccc(S(=O)(=O)N2CCCCC2)s1)Nc1ccc(F)cc1F	-2	-0.1	-1	0	0.3	-5	-9	-1	0	.	7
Cc1ccc(NC(=O)COC(=O)Cn2cnc3ccccc32)cc1S(=O)(=O)N(C)C	1	3.7	-1	-34	3.2	-10	-10	-2	-6	13	-3
O=C(Nc1nc(-c2ccc(Cl)s2)cs1)c1ccncc1	4	-0.5	.	2	-0.6	-4	4	2	-11	-2	-1
COc1ccc(CCNS(=O)(=O)c2ccc3c(c2)CCN3C(=O)C2CC2)cc1OC	14	-0.1	.	-10	-0.4	-13	-10	?	-5	2	18
CCC(=O)c1coc2ccc(O)cc12	-4	-0.8	3	-11	1.3	0	-13	1	-2	.	-3
NS(=O)(=O)c1ccc(CCNC(=O)COC(=O)CCN2C(=O)C3CC=CCC3C2=O)cc1 (stereo not given)	2	-0.2	2	.	0.5	-4	5	0	0	-15	-4
Cc1ccccc1NC(=O)CSc1nnc(-c2ccoc2C)n1CCc1ccccc1	4	0.5	.	11	0.2	-13	-7	0	3	22	-2
O=C(CCN1C(=O)C2CCCCC2C1=O)N1CCN(S(=O)(=O)c2ccccc2)CC1 (stereo not given)	-5	1.5	1	141	-1.3	-6	-14	2	-5	0	-7
CC(C)(C)n1nnnc1C(c1cccnc1)N1CCN(c2ccccc2)CC1 (stereo not given)	10	-0.2	-3	69	-0.9	-5	-9	-2	2	66	1
O=C(C1COc2ccccc2O1)N1CCN(Cc2ccccc2)CC1 (stereo not given)	9	1.8	2	39	-6.8	-9	-9	-2	-5	20	-4

Quoted from the listing.
PvdQ inh, Cc1ccccc1NC(=O)CSc1nnc(-c2ccoc2C)n1CCc1ccccc1 = -7
Rtt109 HAT inh, Cc1ccc(C)c(NC(=O)C2CCCN(S(=O)(=O)c3c(C)nn(C)c3C)C2)c1 (stereo not given) = -6
C-LANA FP, Cc1ccc(Nc2nnc(SCC(=O)NC3CCS(=O)(=O)C3)s2)c(C)c1 (stereo not given) = 0.7

Source: PubChem BioAssay (several laboratories)
